# Screening data from PubChem BioAssay.
# SENP1 FRET inh – inhibitors of human SENP1 SUMO protease catalytic domain; Q9P0U3; recombinant SENP1 catalytic domain, CyPet-SUMO1-YPet FRET cleavage; inhibition, % at 10 µM; actives 0.21% (n = 360,000);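 active = inhibition at least 30% at 10 µM, raw YFP signal under a set limit, fluorescence ratio 0.5 to 1.5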;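 note: 0% = enzyme with DMSO and 100% = no enzyme wells; some results filed as inactive read as strong as hits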
# Target sequence (Q9P0U3 419-644 limits assumed): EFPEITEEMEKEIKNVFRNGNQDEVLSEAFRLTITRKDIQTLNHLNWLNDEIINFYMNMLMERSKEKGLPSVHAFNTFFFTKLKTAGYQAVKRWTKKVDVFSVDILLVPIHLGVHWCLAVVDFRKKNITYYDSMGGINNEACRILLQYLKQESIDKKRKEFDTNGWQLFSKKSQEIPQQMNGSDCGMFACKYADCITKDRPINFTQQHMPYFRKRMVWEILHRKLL
#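 Assay system: hSENP1 catalytic domain, recombinant. Amount: SENP1 enzyme, 20 pM final. Schedule: 50 min reaction, RT, dark. Technique: FRET, CFP and YFP emission. Control set: no-enzyme wells low, DMSO-plus-enzyme wells high control.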
# SENP8 block-1 – blocks human SENP8 cleavage of Nedd8 substrate | inhibition, % at 20 µM | Q96LD8 | actives 0.64% (n = 360,000) | recombinant SENP8, Nedd8 substrate fluorescence | AID 602440; in the data active = inhibition mostly above about 40%, no sharp cut-off; inactive = mostly below about 27%
# Target sequence (Q96LD8 whole entry, looked up): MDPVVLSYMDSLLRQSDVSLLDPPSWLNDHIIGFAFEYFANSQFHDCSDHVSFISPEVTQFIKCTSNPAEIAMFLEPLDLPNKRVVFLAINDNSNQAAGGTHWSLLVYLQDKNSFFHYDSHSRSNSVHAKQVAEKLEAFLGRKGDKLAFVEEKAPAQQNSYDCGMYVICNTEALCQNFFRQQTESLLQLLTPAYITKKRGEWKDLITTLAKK
# MIN6 prolif – MIN6 beta-cell proliferation induction; MIN6 cells proliferation, ATPlite luminescence, 48 h; cells starved in 0.2% serum; 100% = growth in 10% serum; proliferation, % at 10 µM; actives 0.29% (n = 330,000);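 active = compounds whose signal lies at least 3.5 SD above the mean of all wells on their plate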;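 note: 0% = DMSO-treated cells in low-serum medium and 100% = 10% serum control; some compounds called inactive have numbers as strong as hits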
# SENP6 inh – blocks the human protease SENP6; actives 1.8% (n = 330,000); inhibition, % at 10 µM; Recombinant SENP6 catalytic domain, aminoluciferin luminescence;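 active = inhibition above about 50% at the single tested dose, limit read from the data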;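 note: plate controls were DMSO wells with enzyme for no effect and DMSO wells lacking enzyme for full effect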
# SENP7 block – inhibitors of human SENP7 protease | Q9BQF6 | recombinant SENP7, Z-RLRGG-aminoluciferin luminescence, 40 min | inhibition, % at 5 µM | actives 1.5% (n = 330,000) | AID 434973;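 active = inhibition above about 50% at the single test dose, limit read from the data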;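 note: plate controls were DMSO with enzyme for no effect and no enzyme buffer wells for full effect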
# Target sequence (Q9BQF6 706-1050 limits assumed): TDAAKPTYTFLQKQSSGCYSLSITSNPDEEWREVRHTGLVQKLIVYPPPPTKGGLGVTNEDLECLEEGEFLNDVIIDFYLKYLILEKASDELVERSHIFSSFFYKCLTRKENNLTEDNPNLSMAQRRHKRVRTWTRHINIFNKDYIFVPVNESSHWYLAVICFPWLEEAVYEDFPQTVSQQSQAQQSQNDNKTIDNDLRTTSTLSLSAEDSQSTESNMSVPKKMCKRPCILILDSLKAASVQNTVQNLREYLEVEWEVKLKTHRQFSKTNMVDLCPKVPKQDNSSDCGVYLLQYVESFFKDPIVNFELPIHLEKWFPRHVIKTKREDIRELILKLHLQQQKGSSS
# PfG6PD inh – PfG6PD (Plasmodium falciparum) enzyme inhibition. inhibition, % at 20 µM. actives 0.78% (n = 350,000). PfGluPho enzyme, NADPH resazurin-diaphorase fluorescence;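 active = inhibition reaching at least a set limit at 20 µM in the primary screen, cut at about 59% in these data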;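 note: 0% = DMSO wells with substrate and 100% = DMSO wells lacking glucose-6-phosphate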
# HKDC1 inhibitor – blocks human hexokinase HKDC1 activity; inhibition, % at 20 µM; AID 493160; Q2TB90; recombinant HKDC1, G6PDH/diaphorase resazurin coupled fluorescence; actives 0.16% (n = 340,000);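 active = inhibition above about 35% when tested at 20 µM, limit read from the data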;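 note: plate controls were DMSO wells with enzyme for no effect and DMSO wells lacking enzyme for full effect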
#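 Assay system: recombinant HKDC1 hexokinase; detection: coupled resazurin fluorescence, excitation 525 nm, emission 613 nm; benchmarks: DMSO-plus-enzyme-mix negative control, buffer-substituted positive control; compound dosing: single 20 µM dose; schedule: 90 min at room temperature in dark; also added: glucose plus 1 mM ATP as hexokinase substrates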
# SENP8 block-2 – blocks the human protease SENP8; inhibition, % at 10 µM; purified SENP8, Z-RLRGG-aminoluciferin cleavage, luminescence; actives 1.2% (n = 330,000); AID 2540; Q96LD8; in the data active = inhibition above about 50%
# UBC13 inh – inhibitors of human UBC13 polyubiquitin chain formation; P61088; TR-FRET; inhibition, % at 20 µM; actives 0.47% (n = 330,000); AID 485273; in the data active = inhibition above about 45%, passing the limit was not always enough
# Target sequence (P61088 whole entry, looked up): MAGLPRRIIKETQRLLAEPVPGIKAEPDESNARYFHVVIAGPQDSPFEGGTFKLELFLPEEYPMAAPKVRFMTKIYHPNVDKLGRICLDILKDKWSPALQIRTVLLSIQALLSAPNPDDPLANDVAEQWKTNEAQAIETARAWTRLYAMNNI
# Numbers without * were called inactive; i = inactive; . = no result given.
SMILES,SENP1 FRET inh,SENP8 block-1,MIN6 prolif,SENP6 inh,SENP7 block,PfG6PD inh,HKDC1 inhibitor,SENP8 block-2,UBC13 inh
O=C1C(Cc2c[nH]c3ccccc23)NC(=S)N1Cc1ccccc1 (stereo not drawn),-19.2,4.0,1.2,-11.4,3.3,-2.7,-11.2,3.0,7.2
CCn1cnc2cc(NC(=O)c3cccs3)ccc21,1.3,11.5,-3.0,-35.7,-6.2,8.5,0.6,-25.4,-10.1
COc1ccc(-n2nc([N+](=O)[O-])c(=NCCc3ccc(OC)c(OC)c3)n2O)cc1,3.2,24.0,0.0,-13.9,-5.3,-2.3,-8.2,-2.4,-12.7
O=C(NCc1cccnc1)/C(=C\c1ccc(-c2cccc(Cl)c2)o1)S(=O)(=O)c1ccccc1,1.2,-9.4,.,.,.,2.3,23.0,.,.
CCOC(=O)CN1C(=O)CSc2ccccc21,0.4,12.9,1.2,-1.4,-3.6,9.7,3.5,-1.9,5.8
Cc1ccc2nc(SCC(=O)Nc3cc(C(F)(F)F)ccc3N3CCOCC3)[nH]c2c1,-0.2,29.1,-6.0,-12.2,-0.9,-4.5,-5.4,-2.4,1.4
O=C(Cn1nnc(-c2ccccc2-n2cnnn2)n1)NCc1ccccc1,1.3,-1.6,-0.6,-14.3,-17.2,7.1,-0.6,-7.0,-4.4
CCCc1cc(=O)oc2c(C)c(OC(C)C(=O)NCc3ccccn3)ccc12 (stereo not drawn),-1.9,-85.7,1.5,-4.7,-4.5,-2.7,-4.1,-4.3,-0.8
N#CCCN(C(=S)Nc1ccc(S(=O)(=O)N2CCOCC2)cc1)c1ccccc1F,-3.5,7.3,-0.2,-11.7,-7.2,-4.2,-3.0,-0.6,-5.4
COCCNC(=O)c1snc2ccc(Cl)cc12,1.1,-75.4,-1.5,-0.5,1.9,2.6,-6.4,0.5,8.9
Cc1cc2oc(=O)cc(CN3CCC(C)CC3)c2cc1Cl,-0.8,-1.5,-1.0,-6.2,4.6,19.0,3.4,-6.9,4.1
Cc1cc(Cl)ccc1OCCCC(=O)N1CCN(C(=O)c2ccco2)CC1,0.7,19.6,2.6,-11.0,9.2,6.5,5.7,-0.5,5.6
CCOC(=O)c1c(S(=O)(=O)NCC(=O)Nc2ccc(F)cc2F)c(C)n(C)c1C,2.3,22.3,-1.4,-3.6,-11.1,-15.7,-2.7,-1.4,-2.7
Cc1occc1-c1nnc(SCC(=O)NC2CCCCC2)o1,2.9,8.5,-3.6,-6.9,5.1,2.8,1.2,-1.3,-11.2
COc1ccc(S(=O)(=O)N(C(C)=O)c2ccc(OC(C)=O)c3ccccc23)cc1[N+](=O)[O-],0.2,14.0,-6.0,1.5,0.6,16.8,21.5,5.3,-1.3
O=C1Nc2ccccc2C1c1ncc(C(F)(F)F)cc1Cl (stereo not drawn),-0.4,4.0,-3.2,-8.4,-8.4,16.4,-0.2,-6.8,1.5
CN(C)C(CNC(=O)c1cccc(OC(F)F)c1)c1ccco1 (stereo not drawn),-24.5,-54.5,-2.6,-13.3,-4.1,-1.2,-12.9,-11.1,-6.2
CCCc1cc(=O)oc2c(C)c(OS(C)(=O)=O)ccc12,-11.5,-100.3,-0.1,-9.8,7.8,-11.8,-0.7,-7.2,11.9
Cc1ccc(CCNC(=O)C2CCN(S(=O)(=O)N3CCC4(CC3)OCCO4)CC2)cc1,1.8,14.9,-1.4,-31.7,-11.7,1.3,-4.1,-5.5,-2.8
Cc1ccc(NC(=O)Cn2cccc2C2=NC(c3ccccc3)CO2)cc1C (stereo not drawn),3.7,14.0,-4.5,-20.6,-13.7,-5.6,14.7,-1.5,-13.2
O=C(COc1ccc(S(=O)(=O)N2CCCCC2)cc1Cl)N1CCCC1,-2.1,11.1,-0.9,5.3,-1.5,-12.9,1.9,-2.7,-2.5
CCN(CC)C(=O)Cn1cc(C(=O)C(=O)NCCCN2CCCCC2)c2ccccc21,-1.6,7.7,3.5,-2.4,-6.4,-4.2,-1.3,-2.5,5.5
CC(C)(C)c1ccc(C(CC(=O)O)NC(=O)Cc2ccccc2)cc1 (stereo not drawn),-0.1,12.0,-1.9,19.0,-0.2,-17.9,-8.7,-2.0,4.2
COc1ccc(-c2noc(CCC(=O)NCC3CCN(Cc4cccc(C)c4)CC3)n2)cc1,-2.2,18.3,0.7,-16.7,-11.2,-4.2,-1.6,-8.2,53.6*
CC(=O)c1cccc(NS(=O)(=O)c2ccc(NC(=O)N3CCCCC3)cc2)c1,0.3,2.3,-3.4,-4.8,-8.3,0.8,-1.5,4.0,-2.6

# Some of these compounds in order of their number in HKDC1 inhibitor, low to high:
SMILES | HKDC1 inhibitor
COc1ccc(-n2nc([N+](=O)[O-])c(=NCCc3ccc(OC)c(OC)c3)n2O)cc1 | -8.2
CCOC(=O)CN1C(=O)CSc2ccccc21 | 3.5
O=C(NCc1cccnc1)/C(=C\c1ccc(-c2cccc(Cl)c2)o1)S(=O)(=O)c1ccccc1 | 23.0

# Carrying on.
SMILES,SENP1 FRET inh,SENP8 block-1,MIN6 prolif,SENP6 inh,SENP7 block,PfG6PD inh,HKDC1 inhibitor,SENP8 block-2,UBC13 inh
COc1ccc2cc(CN(CC3CCCO3)C(=O)Nc3ccccc3OC)c(=O)[nH]c2c1 (stereo not drawn),3.2,-14.6,-4.8,-3.7,-3.1,8.4,-15.3,-4.3,6.5
CCCCn1c(N)c(N(CC(C)C)C(=O)c2cc(-c3ccco3)nc3ccccc23)c(=O)[nH]c1=O,-6.3,-256.7,2.4,-2.7,-3.2,2.8,0.9,13.3,-1.9
Cc1cc(C(=O)OCC(=O)c2ccccc2)c2ccccc2n1,2.8,-24.5,-0.4,-7.6,-11.1,12.3,-3.8,0.5,7.4
Nc1ncnc(Nc2ccccc2C(F)(F)F)n1,1.6,16.4,-2.5,-5.1,13.4,-5.5,-1.5,-5.3,-2.9
CCOC(=O)Cc1csc(NC(=O)CN2CCN(c3ccccc3)CC2)n1,2.2,12.1,-3.5,8.2,-1.9,5.1,-1.0,4.8,3.4
Cc1cc(CN(C)C(=O)c2ccc(OC3CCN(CCc4ccccc4)CC3)cc2)on1,-2.0,6.1,-0.1,-25.2,-1.5,7.2,-5.6,-1.4,8.8
CCOC(=O)N1CCN(C(=S)Nc2cc(OC)c(OC)cc2C(=O)OC)CC1,2.0,-27.1,-0.8,-9.4,3.3,-0.2,-2.1,-1.6,-2.5
CC12CC(c3ccccc3O1)C(C(=O)NCc1ccccc1)C(=O)N2 (stereo not drawn),0.8,6.4,-2.1,-1.7,-6.1,-0.6,6.7,-2.9,-1.4
Cc1ccccc1OCc1nnc(SCc2cc(=O)[nH]c3ccccc23)o1,1.2,7.4,-2.4,-1.8,-9.1,-0.8,-2.8,-3.2,-13.1
COc1cccc(NC(=S)N2CCN(C/C=C/c3ccccc3)CC2)c1,-0.9,6.1,-3.1,2.2,-2.9,-4.3,9.3,2.9,-4.6
Cc1ccc2c(c1)c(/C=C/c1cc[n+](C)cc1)c(C)n2C,-19.5,44.5*,-4.9,1.8,3.4,-2.6,-4.4,3.5,i
O=C(CCN1C(=O)C2C3C=CC(C3)C2C1=O)NCCN1CCCc2ccccc21 (stereo not drawn),-26.5,-7.7,-0.6,0.0,-0.2,21.6,2.3,1.8,4.2
C/C(=N\NC(=O)c1ccc(Cl)cc1)c1ccc(N2CCOCC2)cc1,0.7,-16.6,0.0,-2.2,1.5,-9.3,-7.2,-6.0,7.3
O=C(COC(=O)C1C2CC3OC(=O)C1C3C2)Nc1cccc(Cl)c1 (stereo not drawn),3.1,2.0,0.8,-27.0,4.2,-11.8,-2.0,-3.1,2.7
CC(C)c1ccc(NC(=O)[C@@H](NC(=O)N2CC(=O)Nc3ccccc32)C(C)C)cc1,-0.6,8.3,-3.0,15.9,-34.1,57.5,3.8,10.4,-3.2
O=C(CCNC(=O)Cn1ccc2ccccc2c1=O)NCCCN1CCOCC1,-0.6,-4.5,-3.0,-6.3,4.9,3.7,-7.6,4.9,-4.8
O=C(CCc1nc(-c2ccccc2)no1)NC1CCCCCC1,1.2,22.9,-1.3,-11.5,-3.3,3.0,-1.2,0.8,7.7
Cc1ccc(S(=O)(=O)N(C)C)cc1NC(=S)N1CCN(Cc2ccc3c(c2)OCO3)CC1,9.0,10.3,-1.9,2.3,13.9,10.1,-6.8,4.7,-0.5
CCOC(=O)N1CCN(C(=O)C(C)N(c2ccccc2)S(C)(=O)=O)CC1 (stereo not drawn),-0.4,2.8,-1.3,6.6,-2.7,-5.4,-5.5,3.6,5.1
Cc1cc(N2CCOCC2)ccc1/C=C\[N+](=O)[O-],4.4,19.8,-5.9,3.9,-4.1,13.6,-7.2,-4.0,-45.6
Cc1nc(CN(C)Cc2nc(Cc3cccc(F)c3)no2)cs1,1.1,11.6,3.8,-4.7,6.2,-1.9,-5.0,9.2,3.3
O=C1/C(=C/c2ccccn2)SC(=S)N1c1ccc(O)cc1,2.3,24.5,-2.2,1.4,-2.8,8.2,0.5,-3.9,3.0
O=CNc1ccc(OC(=O)c2cncc(Br)c2)cc1,1.0,15.0,-4.0,-6.8,3.1,11.0,-2.0,-0.3,-0.1
COc1ccc(CNS(=O)(=O)c2ccc3c(c2)C(C)(C)C(=O)N3C)cc1,-0.3,15.3,-3.4,-6.1,2.7,-3.3,-2.7,3.2,-8.4
Cc1ccc(-c2c(C#N)c(N)nc3c2CCCCC3)cc1,-5.6,-212.0,-1.0,-39.6,-15.7,-22.8,2.9,1.6,-4.8
SMILES,SENP1 FRET inh,SENP8 block-1,MIN6 prolif,SENP6 inh,SENP7 block,PfG6PD inh,HKDC1 inhibitor,SENP8 block-2,UBC13 inh
Cc1ccc2c(CN3C(=O)NC(C)(c4ccc5c(c4)OCO5)C3=O)cc(=O)oc2c1 (stereo not drawn),-1.8,-20.9,-2.6,-13.6,-9.2,6.1,-3.4,-10.6,-10.5
Cc1ccc(C)c(Nc2nc3ccc(C)cc3n3cnnc23)c1,-23.4,-66.2,0.9,-13.8,5.9,-10.1,-0.3,1.9,7.2
Cc1cc(=O)n2[nH]c(C)c(-c3ccccc3)c2n1,2.1,-242.9,-1.6,-4.3,-6.9,-7.5,-3.3,-5.7,15.0
Cn1cccc1C(=O)OCC(=O)NC(=O)NC1CCCCC1,0.9,9.6,-1.9,-22.1,-8.1,-19.2,6.2,-15.8,-0.2
O=C(NCc1ccco1)C1CCN(c2ccc(S(=O)(=O)N3CCOCC3)cc2[N+](=O)[O-])CC1,3.5,17.1,-1.1,4.3,-2.4,-6.7,-3.9,-2.0,-29.0
N#CCC(=O)Nc1ccc(C(=O)OCC(=O)c2ccc3c(c2)OCCO3)cc1,-15.0,-40.5,-3.9,-7.0,-6.9,-6.1,-0.5,-8.7,-14.5
CCN(CC)C(=O)CSCc1cnn(-c2ccccc2)c1-n1cccc1,-0.2,4.2,-1.0,-13.5,-7.5,-19.8,-3.3,-0.2,9.2
Cc1ccc(N(C)S(=O)(=O)c2cccc(C(=O)NCCCN3CCCC3=O)c2)cc1,1.9,0.6,-5.7,-31.6,-12.6,-5.1,-0.9,-15.6,1.7
